Fibroblast inh – blocks proliferation of human lung fibroblasts | LL 47 human lung fibroblast viability, ATP luminescence; hits give low values | viability, % at 10 µM | 85,000 tested, 1.1% active | AID 719;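 active = viability at or below 50% in the single dose screen; inactive = viability above 50%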;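 also: compound exposure lasted 72 h before the ATP readout; 100% = median luminescence of untreated cell-only wells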
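Material: human lung fibroblast line LL 47, low passage; Evaluation: viability percentage against median untreated-cell control; Buffer or medium: 15% FBS in IMEM; Incubation: 72 h compound exposure at 37 °C after overnight plating; Dosing: 0.1% DMSO in all compound wells; Measured by: CellTiter-Glo luminescence.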
Smad3 FoxH1 inh – blocks human Smad3 binding to FoxH1 peptide; P84022; TR-FRET Smad3/Dy647-FoxH1 peptide binding, europium anti-His; inhibition, % at 25 µM; 88,000 tested, 0.29% active; AID 630;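 active = compounds that reduce the energy-transfer binding signal between the protein and its labelled peptide by more than half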;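 also: 0% = Smad3 plus labelled peptide maximal FRET and 100% = peptide-only background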
Target sequence (P84022 whole entry, looked up): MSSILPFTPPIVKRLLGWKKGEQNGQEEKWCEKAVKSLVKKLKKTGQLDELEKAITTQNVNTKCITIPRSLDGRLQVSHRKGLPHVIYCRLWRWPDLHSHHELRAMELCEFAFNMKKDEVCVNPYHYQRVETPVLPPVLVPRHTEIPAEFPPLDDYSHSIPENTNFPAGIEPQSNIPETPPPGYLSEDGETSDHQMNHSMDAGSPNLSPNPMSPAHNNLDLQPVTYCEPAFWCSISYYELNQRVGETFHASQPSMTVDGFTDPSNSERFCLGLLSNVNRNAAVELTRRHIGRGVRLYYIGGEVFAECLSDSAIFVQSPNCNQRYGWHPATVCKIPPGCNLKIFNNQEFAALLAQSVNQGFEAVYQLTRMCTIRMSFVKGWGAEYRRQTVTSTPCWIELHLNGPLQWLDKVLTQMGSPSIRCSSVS
Pyk2 oligo antag – antagonists of human Pyk2 oligomerization. Q293 cells, Pyk2 FERM NanoBiT luminescence; hits give low values. AID 1347419. z-score (the deposit names both 25 µM and 10 µM). Q14289. 99,000 tested, 0.83% active;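 active = Z-score of -3 or lower, scaled per plate to the spread of control and sample wells; inactive = z-score above -3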;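 also: negative z-score means lost luminescence so less FERM oligomerization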
IL1B cytotox – HUVEC cytotoxicity counter-screen, IL-1B stimulated. HUVEC cell count loss, Hoechst imaging. cell count reduction, % at 2 µM. 94,000 tested, 0.41% active. AID 845;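 active = cell count reduction more than 3 SD above the screen-wide mean, cut at about 70% in these data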;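 also: normalized per plate to untreated control cells as the no-loss baseline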
F-actin modifier – cytoskeleton assembly modification; HUVEC TNFa F-actin phalloidin imaging, high content; inhibition, % at 2 µM; 91,000 tested, 0.18% active; AID 836;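 active = inhibition above the batch mean plus 3 SD and confirmed as a hit by visual image inspection, cut at about 30% in these data, passing the limit was not always enough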; also: strong numbers were not always called active
H69AR growth 86K – blocks growth of human H69AR lung tumor cells; 85,000 tested, 6% active; H69AR lung tumor viability, ATP luminescence, 72 h; hits give low values; viability, % at 10 µM;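 active = viability at or below 40%; inactive = viability above 40%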;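 also: multidrug resistant small cell line overexpressing MRP-1 efflux transporter; 100% = mean luminescence of untreated control wells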
VCAM1 TNFa inh – reduces TNF alpha induced VCAM1 expression in HUVEC. HUVEC TNFa-induced VCAM-1 immunofluorescence, high-content imaging. inhibition, % at 2 µM. 95,000 tested, 0.48% active;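 active = inhibition above the batch mean plus 3 SD, with images confirmed as a hit by eye, cut at about 37% in these data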;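 also: 0% = TNF-stimulated DMSO wells and 100% = unstimulated control wells; not every result past the cut was called active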
HUVEC tox TNFa – toxic to HUVEC cells under TNF alpha stimulation. cell count reduction, % at 2 µM. AID 848. 93,000 tested, 0.17% active. HUVEC TNFalpha-stimulated, Hoechst cell count, imaging;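 active = cell count reduction exceeding the screen mean by over 5 SD, scaled to untreated wells per plate, cut at about 78% in these data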;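 also: cells counted after 24 h of TNF alpha exposure following the 1 h pretreatment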
HUVEC inhibit – human endothelial cell proliferation inhibition; viability, % at 10 µM (by protocol); HUVEC proliferation, CellTiter-Glo luminescence, 72 h; hits give low values; 86,000 tested, 1.1% active;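 active = viability at or below 30%; inactive = viability above 30%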;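 also: 100% = median luminescence of DMSO-only cell control wells on each plate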
* = called active by the depositor; · = not tested or not shown; [ ] = another dose, or the depositor's remark. Not all compounds are listed, so the mix of outcomes need not match the whole.

SMILES	Fibroblast inh	Smad3 FoxH1 inh	Pyk2 oligo antag	IL1B cytotox	F-actin modifier	H69AR growth 86K	VCAM1 TNFa inh	HUVEC tox TNFa	HUVEC inhibit
Cn1c(=O)c2c(nc(SCC(=O)N3CCCCCC3)n2C)n(C)c1=O	108	11	0.14	-43	12	78	19	12	102
Cc1nn2c3c(cnc2c1-c1ccccc1)C(=O)CC(C)C3 (stereo not drawn)	86	0	·	-9	0	86	16	2	95
O=C(COc1ccc(S(=O)(=O)Nc2ccccc2)cc1)N1CCOCC1	97	3	1.8	-6	·	83	·	·	108
O=C(NCc1ccco1)c1cc(-c2cccs2)on1	92	-3	-0.2	2	22	98	-12	-18	98
CCOC(=O)c1[nH]cc(-c2ccccc2)c1N1CCOCC1	93	5	-0.09	-7	4	92	3	-23	104
Cc1nc(NC(=O)CSc2nnc(C)n2CC2CCCO2)sc1C (stereo not drawn)	99	2	-0.18	-65	5	87	-2	3	91
Cc1ccc(SC(C)c2nc(-c3ccccc3)no2)cc1 (stereo not drawn)	100	7	0.68	-12	1	93	-14	2	101
CCOC(=O)CNS(=O)(=O)c1cc(-c2n[nH]c(=O)c3ccccc23)ccc1C	102	-3	0.74	4	47	87	6	-32	99
O=C(c1cc(-c2cccs2)on1)N1CCCCC1	95	14	0.11	5	·	97	-8	-19	120
CCCCCn1c(CNC(=O)CCC)nc2ccccc21	94	-2	·	-14	-6	102	9	-20	103
O=C(c1cc2c(s1)-c1ccccc1S(=O)(=O)C2)N1CCN(Cc2ccccc2)CC1	·	·	·	2	4	·	6	-21	·
O=S(=O)(Nc1ccc(O)cc1)c1cccc2cccnc12	92	3	·	3	-2	88	3	-7	108
Nc1nnn(Cc2ccccc2)n1	96	6[fluorescence artefact?]	0.03	-19	-4	87	10	-1	104
CCOc1ccc(NC(=O)N2CCC(NC(=O)c3ccco3)CC2)cc1	96	1	0.11	-10	6	84	·	·	83
CCNC(=O)c1sc(=S)n(-c2ccc(C)cc2)c1N	99	7	-0.4	0	-21	97	-3	-2	98
COc1cccc(NC(=O)C(C#N)Cc2ccncc2)c1 (stereo not drawn)	98	-4	-0.06	-6	18	93	6	-15	92
O=C(c1cccnc1)N1CCN(CCCc2ccccc2)CC1	102	6	0.24	-4	-16	96	1	9	92
N#CCOc1nc(N2CCCC2)nc(N2CCCC2)n1	98	9	0.3	5	3	96	6	-10	103
COc1ccc(C=O)cc1COc1ccc(C)cc1[N+](=O)[O-]	·	·	-1	-7	8	·	-3	-16	·
COc1cccc(CNCC(O)(c2ccc(Cl)cc2)c2ccc(Cl)cc2)c1	·	·	-1	-11	-5	·	8	-5	·
CCCc1nnc(SCC(=O)N2CCCCC2)n1CCCOC	105	-6	0.23	-21	-7	97	-8	-10	103
CCC(C)(C)NC(=O)C(c1cccs1)N(CC1CCCO1)C(=O)Cn1nnc2ccccc21 (stereo not drawn)	97	-3	1.6	2	-5	77	4	34	97
CN1Cc2cc(C(=O)c3ccccc3O)cnc2NC1=O	84	3	-0.98	-23	-15	25*	2	9	90
CCOC(=O)C1CCCN(C(=O)c2ccccc2SCCOC)C1 (stereo not drawn)	96	1	0.12	-16	13	85	-11	-24	96
CCCCn1nnnc1NCc1ccc(C)s1	105	0	0	-21	-9	86	-5	·	104

Following part.
SMILES	Fibroblast inh	Smad3 FoxH1 inh	Pyk2 oligo antag	IL1B cytotox	F-actin modifier	H69AR growth 86K	VCAM1 TNFa inh	HUVEC tox TNFa	HUVEC inhibit
COc1ccc(S(=O)(=O)NCc2ccncc2)cc1OC	·	-2	3.7	·	·	67	·	·	109
O=C(CSc1ccccc1)N1CCN(c2ccccc2)CC1	94	5	0.52	12	-5	97	-18	-25	102
COc1cc(NC(=O)Cc2c(C(=O)O)[nH]c3ccccc23)cc(OC)c1OC	·	·	1.6	2	-16	·	7	-3	·
COCCNC(=O)Cn1nc(C(F)(F)F)c(Br)c1C	99	0	0.22	·	·	97	·	·	101
O=C(CSc1nnnn1C1CCCCC1)Nc1nc2c(s1)CCCC2	96	-13	-1.4	4	1	49	2	10	73
CCOC(=O)CSc1cn2c(n1)CCC2	87	-9	1	-5	-8	79	-16	-2	91
N#Cc1c(Cl)c(Cl)c2nnc(-c3ccc(Br)cc3)n2c1Cl	·	·	·	-40	-4	·	23	-12	·
CN(C=O)CP(=O)(O)CN1CCCCC1	97	-10	·	12	10	86	3	-7	102
COC(=O)c1cc(F)c(-n2cncn2)c(F)c1	·	·	0.73	-11	-11	·	-5	10	·
Oc1oc(-c2ccccc2)nc1C=Nc1cccc2ccccc12	94	-1	0.09	-20	6	20*	22	-8	67
CCNC(=O)N1C(CC(=O)OCC)C(=O)NC2CCCCC21 (stereo not drawn)	99	-6	0.06	-8	4	99	-6	15	109
N#Cc1c(NC(=O)CSc2nc(N)cc(=O)[nH]2)sc2c1CCCCCC2	88	-1	0.76	17	12	79	2	-15	95
Cc1ccc(NC(=O)CN(C)S(=O)(=O)c2cccc3cccnc23)cc1	97	5	·	3	4	100	16	-25	108
CC(C)OC(=O)c1c(N)n(CCCN2CCOCC2)c2nc3ccccc3nc12	104	19	0.38	2	3	60	17	-22	95
COc1ccc(CNCC(O)(c2ccc(Cl)cc2)c2ccc(Cl)cc2)cc1	·	·	-0.7	16	36	·	4	-5	·
COc1ccc(-n2nc3c(c2NC(=O)C24CC5CC(CC(C5)C2)C4)CS(=O)C3)cc1 (stereo not drawn)	96	0	·	-28	-8	87	2	-3	105
CCOC(=O)C1C(=O)OC2(CCOC(C)(C)C2)C1C(=O)OCC (stereo not drawn)	106	-16	1.4	20	0	99	55	36	99
CCCN1CCC(NC(=O)Nc2ccc(F)cc2F)CC1	92	18[fluorescence artefact?]	0.19	-21	23	95	19	·	88
Cc1ccc(C2CC(C(F)(F)F)n3nc(C(=O)NCc4c(C)nn(C)c4C)c(Cl)c3N2)cc1 (stereo not drawn)	·	·	-3.5*	-15	-12	·	6	-26	·
Cc1cc2nc(-c3ccc(SCC(=O)N4CCOCC4)nc3)[nH]c2cc1C	91	5	-1.6	-43	7	28*	-40	3	45
Cc1ccc(S(=O)(=O)N2CCN(S(=O)(=O)c3ccc(C)cc3)C3OCCOC32)cc1 (stereo not drawn)	102	2	0.64	-55	25	82	9	-39	87
Oc1c(CN2CCOCC2)cc(-c2ccccc2)cc1CN1CCOCC1	93	10	1.1	-34	0	75	0	-37	86
Cc1cc(/C=C2\SC(=Nc3ccccc3)NC2=O)c(C)n1-c1ccc(S(N)(=O)=O)cc1	·	·	-0.62	10	-13	·	-5	34	·
CC(C)(C)n1ncc2c(=O)n(CC(=O)N3CCCCCC3)cnc21	·	·	0.59	13	-9	·	12	-19	·
COc1ccc(NC(=O)CSc2nc(C)cs2)cc1OC	96	-4	-0.54	8	13	74	-5	-14	87

Arranged by value in Smad3 FoxH1 inh (falling): three of the compounds above.
structure	Smad3 FoxH1 inh	Pyk2 oligo antag	F-actin modifier	VCAM1 TNFa inh
CC(C)OC(=O)c1c(N)n(CCCN2CCOCC2)c2nc3ccccc3nc12	19	0.38	3	17
Oc1c(CN2CCOCC2)cc(-c2ccccc2)cc1CN1CCOCC1	10	1.1	0	0
Cc1ccc(NC(=O)CN(C)S(=O)(=O)c2cccc3cccnc23)cc1	5	·	4	16

Next section:
SMILES	Fibroblast inh	Smad3 FoxH1 inh	Pyk2 oligo antag	IL1B cytotox	F-actin modifier	H69AR growth 86K	VCAM1 TNFa inh	HUVEC tox TNFa	HUVEC inhibit
O=C(CSc1nc2ccccc2o1)Nc1nc2ccccc2s1	102	13	2	28	-5	64	23	2	91
O=C(Oc1cccc(-n2cnnn2)c1)C1CCCCC1	91	-3	1.6	-20	-1	92	-6	0	90
CC1CCN(C(=O)CSc2nncn2-c2ccccn2)CC1	96	-3	0.36	18	0	92	7	-6	93
O=C(NCc1ccc(Cl)cc1)c1ccc(Cn2cc(C(F)(F)F)ccc2=O)cc1	·	·	0.72	-14	-10	·	-9	2	·
CCOc1cc(C#N)c(NC(=O)c2ccco2)cc1OCC	80	3	-0.16	-8	-4	31*	2	-21	57
Cc1cccc(NC(=O)c2c(F)c(F)c(F)c(F)c2F)c1	111	-2	0.31	-12	·	49	12	-57	98
Cc1ccc(C2C(C(=O)c3sc(-c4ccccc4)nc3C)=C(O)C(=O)N2CCN(C)C)o1 (stereo not drawn)	104	9	-0.33	-16	0	91	23	-10	104
Cc1ccc(S(=O)(=O)N(C)Cc2cc3ccccc3[nH]c2=O)cc1	99	0	-0.51	3	17	82	13	1	86
CC1(C)Cc2c(sc3c2c(=N)n(Cc2ccco2)c(=O)n3Cc2ccc(F)cc2)CO1	94	-11	-0.85	·	·	61	·	·	89
COC(=O)c1cc(NC(=O)CN2CCC(C(N)=O)(N3CCCCC3)CC2)cc(C(=O)OC)c1	95	3	-0.05	13	13	85	6	-23	90
CCN1CCN(c2nc3c(c(=O)[nH]c(=O)n3C)n2CCSc2nc3ccccc3s2)CC1	103	4	·	-72	0	78	12	-9	98

4 entries drawn at random from those above, as already listed:
SMILES	Fibroblast inh	Smad3 FoxH1 inh	Pyk2 oligo antag	IL1B cytotox	F-actin modifier	H69AR growth 86K	VCAM1 TNFa inh	HUVEC tox TNFa	HUVEC inhibit
Cc1ccc(S(=O)(=O)N(C)Cc2cc3ccccc3[nH]c2=O)cc1	99	0	-0.51	3	17	82	13	1	86
CCN1CCN(c2nc3c(c(=O)[nH]c(=O)n3C)n2CCSc2nc3ccccc3s2)CC1	103	4	·	-72	0	78	12	-9	98
CCOc1cc(C#N)c(NC(=O)c2ccco2)cc1OCC	80	3	-0.16	-8	-4	31*	2	-21	57
COC(=O)c1cc(NC(=O)CN2CCC(C(N)=O)(N3CCCCC3)CC2)cc(C(=O)OC)c1	95	3	-0.05	13	13	85	6	-23	90

Full records, looked up by structure.
Cc1ccc(S(=O)(=O)N(C)Cc2cc3ccccc3[nH]c2=O)cc1 is listed with Fibroblast inh: 99; Smad3 FoxH1 inh: 0; Pyk2 oligo antag: -0.51; IL1B cytotox: 3; F-actin modifier: 17; H69AR growth 86K: 82; VCAM1 TNFa inh: 13; HUVEC tox TNFa: 1; HUVEC inhibit: 86
CC1(C)Cc2c(sc3c2c(=N)n(Cc2ccco2)c(=O)n3Cc2ccc(F)cc2)CO1 is listed with Fibroblast inh: 94; Smad3 FoxH1 inh: -11; Pyk2 oligo antag: -0.85; IL1B cytotox: ·; F-actin modifier: ·; H69AR growth 86K: 61; VCAM1 TNFa inh: ·; HUVEC tox TNFa: ·; HUVEC inhibit: 89
Cc1ccc(C2C(C(=O)c3sc(-c4ccccc4)nc3C)=C(O)C(=O)N2CCN(C)C)o1 (stereo not drawn) is listed with Fibroblast inh: 104; Smad3 FoxH1 inh: 9; Pyk2 oligo antag: -0.33; IL1B cytotox: -16; F-actin modifier: 0; H69AR growth 86K: 91; VCAM1 TNFa inh: 23; HUVEC tox TNFa: -10; HUVEC inhibit: 104

Compound activity as filed in PubChem.
